Assay outcomes from PubChem.
S1P4 antagonist = S1P4 receptor antagonists, primary screen, cell-based | Sphingosine 1-phosphate receptor 4 (Homo sapiens), O95977 | S1P4-expressing cells, antagonist mode, reporter read-out | inhibition, % at 4.98 µM | 220,000 compounds, 0.26% hits | AID 1510, 2009; in the data active = inhibition above about 29%;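 note: 0% = wells stimulated with agonist and 100% = vehicle wells without agonist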
Target sequence (O95977 whole entry, looked up): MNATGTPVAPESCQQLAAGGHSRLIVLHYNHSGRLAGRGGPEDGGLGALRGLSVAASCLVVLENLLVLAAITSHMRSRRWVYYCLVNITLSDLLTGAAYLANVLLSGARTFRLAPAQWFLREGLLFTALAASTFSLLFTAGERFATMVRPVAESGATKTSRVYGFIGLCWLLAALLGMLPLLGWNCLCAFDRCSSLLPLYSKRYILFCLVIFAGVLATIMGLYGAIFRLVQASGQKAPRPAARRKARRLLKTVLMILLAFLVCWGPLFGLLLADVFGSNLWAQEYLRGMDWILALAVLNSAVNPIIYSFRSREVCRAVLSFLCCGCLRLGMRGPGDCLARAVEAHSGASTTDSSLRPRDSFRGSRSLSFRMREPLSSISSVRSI
CHOP inh = inhibitors of CHOP promoter induction, primary screen, cell-based, unfolded protein response, luciferase reporter. CHO-K1 CHOP-promoter luciferase, tunicamycin-induced, 15-18 h. inhibition, % at 10 µM. 220,000 compounds, 3.8% hits. AID 2732, 2010;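 active = compounds that reduced the stress-induced luciferase reporter signal by more than about 70% of percent inhibition, limit read from the data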;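 note: 0% = tunicamycin plus vehicle and 100% = wells without tunicamycin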
NPY2 pot ag = NPY-Y2 potentiators or agonists, primary screen, cell-based. AID 1359, 2008. cells expressing NPY-Y2, potentiator/agonist read-out. activation, % at 3.6 µM. Neuropeptide Y receptor type 2 (Homo sapiens), P49146. 220,000 compounds, 0.45% hits; in the data active = activation above about 27%;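 note: cells stimulated with NPY near EC25 plus isoproterenol at EC100; 0% = vehicle plus submaximal agonist and 100% = vehicle plus saturating agonist; some results beyond the cut were filed as inactive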
TRPML3 agonist = human TRPML3 channel agonists, primary screen, cell-based, HEK293 TRPML3-YFP, Fluo-8 calcium fluorescence, 3 µM; Mucolipin-3 (Homo sapiens), Q8TDD5; 100% = the carbachol control signal; activation, % at 3 µM; 220,000 compounds, 0.29% hits;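 active = activation above its plate's cutoff, the mean activation of the plate's test wells plus 3 SD, cut at about 12% in these data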;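 note: 0% = DMSO only wells and 100% = carbachol wells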
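Test system: TRPML3-YFP stable HEK293 cells. Doses: single point at 3 µM. Incubation: dye loading 1 h 37 °C then 30 min ambient, 125 s read. Signal: Fluo-8 calcium dye fluorescence, ex 470-495, em 515-575 nm. Measure: percent activation from peak-to-basal fluorescence ratio, scaled between DMSO and carbachol.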
NPY-Y1 antag = NPY-Y1 receptor antagonists, primary screen, cell-based; Neuropeptide Y receptor type 1 (Homo sapiens), P25929; HEK293-CNG Y1 cells, membrane potential fluorescence; NPY at EC95, then isoproterenol; inhibition, % at 3.6 µM; 200,000 compounds, 1% hits; AID 1040, 2008;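 active = inhibition above the campaign mean inhibition of all tested compounds plus 3 SD, cut at about 20% in these data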;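 note: 0% = DMSO wells given NPY plus isoproterenol and 100% = isoproterenol alone without NPY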
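Assay system: HEK293 Y1/CNG channel cell line; Doses: single compound dose of 3.6 µM, 0.4% DMSO; Timing: dye 3 h, compound 60 min room temperature, stimulation 45 min; Technique: Membrane-potential fluorescent dye readout; Measure: % inhibition of NPY effect.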
zfTRPN1 agonist = zebrafish TRPN1 channel agonists, primary screen, cell-based, HEK293, calcium fluorescence | transient receptor potential cation channel N1 (TRPN1/NompC), Danio rerio | HEK293 zebrafish TRPN1-YFP, Fluo-8 calcium fluorescence; 100% = response to 87 µM carbachol | activation, % at 3 µM | 220,000 compounds, 0.18% hits | AID 1424, 2008;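 active = activation above its plate's cutoff, the mean activation of test wells on that plate plus 3 SD, cut at about 19% in these data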;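 note: 0% = DMSO alone and 100% = 87 µM carbachol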
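Assay system: Zebrafish TRPN1-YFP in HEK293 cells | Incubation: Dye loading 1 h at 37 °C, then 30 min room temperature | Measured by: Kinetic Fluo-8 fluorescence, ex 470-495, em 515-575 nm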
S1P4 ag = S1P4 receptor agonists, primary screen, cell-based | AID 1509, 2009 | activation, % at 4.98 µM | 220,000 compounds, 0.35% hits | S1P4-expressing cell line, agonist reporter assay; in the data active = activation above about 11%;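 note: 0% = DMSO vehicle and 100% = reference agonist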
NPY1 pot ag = NPY-Y1 receptor potentiators or agonists, primary screen, cell-based. Neuropeptide Y receptor type 1 (Homo sapiens), P25929. NPY-Y1 expressing cells, potentiator/agonist activation. activation, % at 3.6 µM. 220,000 compounds, 0.37% hits. AID 1304, 2008; in the data active = activation above about 33%, passing the limit was not always enough;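 note: cells stimulated with NPY at EC10 then isoproterenol at EC100; 0% = low agonist plus stimulus and 100% = saturating agonist plus stimulus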
EP2 mod = EP2 receptor modulators, cAMP readout, primary screen, cell-based, HTRF cAMP, PGE2 stimulation; Prostaglandin E2 receptor EP2 subtype (Homo sapiens), P43116; EP2-expressing cells, cAMP HTRF FRET, PGE2 co-stimulation; induction, % at 25 µM; 260,000 compounds, 0.83% hits; AID 940, 2007;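 active = compounds whose cAMP rise, as percent of the full-agonist control response, exceeds 60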;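 note: rat C6 glioma line stably carrying human EP2 under a CMV promoter; the protocol text gives 20 µM as final concentration; 100% = response of wells given 1 µM PGE2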
Target sequence (P43116 whole entry, looked up): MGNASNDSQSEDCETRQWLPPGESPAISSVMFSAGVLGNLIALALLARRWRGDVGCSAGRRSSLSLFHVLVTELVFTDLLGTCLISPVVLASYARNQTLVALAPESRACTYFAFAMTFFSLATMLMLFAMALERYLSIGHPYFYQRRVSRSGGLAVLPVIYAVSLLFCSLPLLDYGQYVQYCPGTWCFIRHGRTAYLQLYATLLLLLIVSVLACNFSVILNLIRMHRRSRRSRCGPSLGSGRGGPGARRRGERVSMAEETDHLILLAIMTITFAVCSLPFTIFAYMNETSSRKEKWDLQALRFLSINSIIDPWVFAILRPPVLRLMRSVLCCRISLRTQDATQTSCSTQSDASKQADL
Active calls of the source: *; . = no result given; & = joins results of further samples.

1) COc1ccc(CCNC(=O)CSc2nnc(CNC(=O)c3ccccc3F)o2)cc1OC
2) CCOC(=O)c1cc(-c2ccc(OC)cc2)nn1-c1ccc(C(=O)O)cc1
3) CCOC(=O)Cc1c(C)nc2c(C#N)c(C)nn2c1C
4) CCCCN1C(=S)SC(C)(C)C1/[N+]([O-])=C/c1ccc(S(=O)(=O)NC)cc1 (stereo not drawn)
5) O=C(N/N=C\c1coc2ccccc2c1=O)c1ccco1
6) Cc1ccc(N(CC(O)CON=C2c3ccccc3-c3ccccc32)S(C)(=O)=O)cc1 (stereo not drawn)
7) Cc1cc(=O)[nH]c(SC(C(=O)O)c2ccccc2)n1 (stereo not drawn)
8) CC1CCN(C(=O)C(Cc2ccccc2)n2cccc2)CC1 (stereo not drawn)

compound no.	1	2	3	4	5	6	7	8
EP2 mod	7	23	13	-22	9	-5	29	6
NPY2 pot ag	-8	-15	2	-13	4	2	-2	-6
NPY-Y1 antag	-2	0	-9	.	.	-1	4	-1
TRPML3 agonist	0.1	-0.1	1.1	0.7	-0.7	0.4	0.6	0.4
NPY1 pot ag	-9	0	9	-3	-20	-5	7	12
S1P4 ag	-3.0	-1.0	-0.6	0.6	0.6	1.3	-0.7	-1.1
S1P4 antagonist	-10	-5	-14	2	5	-6	-21	-4
CHOP inh	-11	-15	-20	10	4	91*	5	45
zfTRPN1 agonist	-0.2	0.6	0.3	4.2	0.1	-1.3	0.9	0.3

9) O=C(O)C1=C(C(=O)Nc2cc(C(F)(F)F)ccc2Cl)CCCC1
10) Cc1cc([N+](=O)[O-])nn1CC(=O)Nc1cc(F)ccc1F
11) CC(C)C(=O)c1cn(CC(=O)NCc2ccc3c(c2)OCO3)c2ccccc12
12) N#C/C(=C\c1ccc(C#N)cc1)C(=O)c1ccccc1
13) Cc1c(NC(=O)CCc2ccccc2)cccc1[N+](=O)[O-]
14) c1ccc(Cn2nc(-c3ccccc3)nc2-c2ccccc2)cc1
15) COc1ccc2cc3cc(C(=O)N4CCN(Cc5ccc6c(c5)OCO6)CC4)oc3nc2c1
16) CCCCCCn1c(CN2CCC(C)CC2)nc2c1c(=O)n(C)c(=O)n2C

compound no.	9	10	11	12	13	14	15	16
EP2 mod	29	-18	-5&-7	-11	-19	45	-46	63*
NPY2 pot ag	-7	5	0	21	6	-7	-14	-5
NPY-Y1 antag	7	10	0	.	-1	19	2	12
TRPML3 agonist	0.9	0.4	0.1	0.9	1.1	-0.8	1.0	0.5
NPY1 pot ag	8	-2	7	14	-1	0	-8	-29
S1P4 ag	2.3	3.2	2.3	0.4	-0.8	-2.2	-0.6	0.0
S1P4 antagonist	5	-3	5	4	-3	2	-2	-11
CHOP inh	40	9	-9	-13	3	37	-22	76*
zfTRPN1 agonist	-1.2	3.0	1.5	0.9	-0.1	-1.9	1.4	-0.1

Single records, from the list above. Order of screens: EP2 mod, NPY2 pot ag, NPY-Y1 antag, TRPML3 agonist, NPY1 pot ag, S1P4 ag, S1P4 antagonist, CHOP inh, zfTRPN1 agonist
COc1ccc2cc3cc(C(=O)N4CCN(Cc5ccc6c(c5)OCO6)CC4)oc3nc2c1 as listed: -46, -14, 2, 1.0, -8, -0.6, -2, -22, 1.4
c1ccc(Cn2nc(-c3ccccc3)nc2-c2ccccc2)cc1 as listed: 45, -7, 19, -0.8, 0, -2.2, 2, 37, -1.9
CC(C)C(=O)c1cn(CC(=O)NCc2ccc3c(c2)OCO3)c2ccccc12 as listed: -5&-7, 0, 0, 0.1, 7, 2.3, 5, -9, 1.5
N#C/C(=C\c1ccc(C#N)cc1)C(=O)c1ccccc1 as listed: -11, 21, ., 0.9, 14, 0.4, 4, -13, 0.9
O=C(O)C1=C(C(=O)Nc2cc(C(F)(F)F)ccc2Cl)CCCC1 as listed: 29, -7, 7, 0.9, 8, 2.3, 5, 40, -1.2

Three compounds out of the list, sorted by count of non-hydrogen atoms, descending:
6) Cc1ccc(N(CC(O)CON=C2c3ccccc3-c3ccccc32)S(C)(=O)=O)cc1 (stereo not drawn)
4) CCCCN1C(=S)SC(C)(C)C1/[N+]([O-])=C/c1ccc(S(=O)(=O)NC)cc1 (stereo not drawn)
7) Cc1cc(=O)[nH]c(SC(C(=O)O)c2ccccc2)n1 (stereo not drawn)

compound no.	6	4	7
EP2 mod	-5	-22	29
NPY2 pot ag	2	-13	-2
NPY-Y1 antag	-1	.	4
TRPML3 agonist	0.4	0.7	0.6
NPY1 pot ag	-5	-3	7
S1P4 ag	1.3	0.6	-0.7
S1P4 antagonist	-6	2	-21
CHOP inh	91*	10	5
zfTRPN1 agonist	-1.3	4.2	0.9

Further compounds follow:
17) COc1ccc(OCc2nc3ccccc3n2C(C)C)cc1
18) COc1ccc2cc(C(=O)N/N=C/c3sc4ccccc4c3O)ccc2c1
19) CCOC(=O)C(Cc1ccccc1)NC(=O)CCc1c(C)nc2nc(C)nn2c1C (stereo not drawn)
20) CCOc1ccccc1N1CCN(C(=O)CC(C)(C)C)CC1
21) O=C(CSc1ncc(-c2ccccc2)n1CC1CCCO1)N1CCCCC1 (stereo not drawn)
22) C=CCn1c(-c2cnn(-c3ccccc3)c2N)n[nH]c1=S
23) O=C(NCc1ccccc1Cl)C1CCC(CNc2c(N3CCOCC3)c(=O)c2=O)CC1 (stereo not drawn)
24) CS(=O)(=O)N(CC(=O)N1CCN(c2ccccc2F)CC1)c1ccc2c(c1)OCCO2

compound no.	17	18	19	20	21	22	23	24
EP2 mod	0	-50	13	3	11	-24	19	-3
NPY2 pot ag	-8	-3	-19	6	-4	-15	-10	-6
NPY-Y1 antag	-1	6	3	3	2	.	.	-1
TRPML3 agonist	0.4	8.8	-0.1	-0.3	-0.6	0.8	0.5	0.6
NPY1 pot ag	2	14	-17	0	-5	1	2	-20
S1P4 ag	2.1	-0.4	-0.5	0.5	-0.5	-2.1	2.1	1.6
S1P4 antagonist	1	-4	-5	-16	-6	6	10	-1
CHOP inh	-10	97*	3	7	0	3	-10	3
zfTRPN1 agonist	0.1	14	-1.5	-0.4	-0.1	1.7	1.2	4.6

25) CC(C)CCNC(=O)C12CN(Cc3ccccc3)CC1C(c1ccc([N+](=O)[O-])cc1)=NO2 (stereo not drawn)
26) CC(C)NS(=O)(=O)c1ccc(CCC(=O)NCc2ccncc2)cc1
27) O=C(O)c1cnc(-c2ccccc2)nc1Oc1ccc(Cl)cc1
28) O=C(Cc1ccc(-c2ccccc2)cc1)NC1CCCC1
29) O=C(CCc1ccccc1)OCC(=O)c1ccc(Br)cc1
30) CN(CCc1ccccn1)C(=O)CCC1CCCN(C(=O)c2ccc3c(c2)OCCO3)C1 (stereo not drawn)
31) Cc1c(NC(=O)CSc2ncccn2)c(=O)n(-c2ccccc2)n1C
32) S=C(NCCc1c[nH]c2ccccc12)NC1CC1

compound no.	25	26	27	28	29	30	31	32
EP2 mod	18	37	43	-50	20	22	30	-56
NPY2 pot ag	5	4	1	-2	-3	-9	-2	5
NPY-Y1 antag	1	-2	3	-1	-2	-4	3	-3
TRPML3 agonist	1.1	0.8	1.2	1.2	0.4	0.3	1.5	-0.7
NPY1 pot ag	8	5	8	-12	5	6	-9	2
S1P4 ag	1.1	-1.1	0.1	-1.2	1.2	0.5	2.0	0.8
S1P4 antagonist	-10	-16	-3	-21	-4	-18	-3	-11
CHOP inh	35	7	2	5	35	18	12	-5
zfTRPN1 agonist	-0.4	2.2	1.7	2.6	-0.6	-0.1	0.0	0.1

33) O=C(CCCN1C(=O)c2cccc3cccc(c23)C1=O)N1CCc2ccccc2C1
34) COc1ccc(C(=O)c2coc3ccc(O)c(CN4CCCC4)c23)cc1
35) CCOC(=O)c1sc(NC(=O)CSc2nnnn2-c2ccccc2)nc1C
36) CCCCC(=O)Nc1nc(C)c(-c2csc(Nc3cc(Cl)ccc3OC)n2)s1
37) O=c1cnnc(Nc2cccc(C(F)(F)F)c2)[nH]1
38) COc1cccc(NC(=O)Cn2c(=O)n(CCC(=O)NC3CCN(Cc4ccccc4)CC3)c(=O)c3ccccc32)c1
39) Cn1c(SCC(=O)Nc2cc(C(C)(C)C)nn2-c2ccccc2)nc2ccccc21
40) CCOc1ccc(NC(=O)CSc2nnc(-c3ccncc3)n2CC2CCCO2)cc1 (stereo not drawn)

compound no.	33	34	35	36	37	38	39	40
EP2 mod	-34	-6	-31	14	2	12	26	20
NPY2 pot ag	-17	-23	8	2	9	-9	6	-8
NPY-Y1 antag	23*	21*	5	-3	1	.	1	9
TRPML3 agonist	-0.7	0.6	0.7	0.0	0.5	-0.2	0.2	0.1
NPY1 pot ag	-18	-39	-18	4	-16	-8	0	-8
S1P4 ag	-0.4	-0.9	-1.6	-0.7	-0.5	0.2	0.4	0.6
S1P4 antagonist	-1	4	-14	-41	0	-13	-6	2
CHOP inh	-1	37	85*	35	18	10	41	32
zfTRPN1 agonist	-2.5	1.2	-0.9	-0.3	-0.6	-1.9	-2.1	0.6

41) O=C(O)CCC(=O)N1N=C(c2ccccc2)CC1c1ccc2nccnc2c1 (stereo not drawn)
42) OC(COc1ccc2ccccc2c1)CN1CCOCC1 (stereo not drawn)
43) COc1ccccc1C(=O)N1CCN(S(=O)(=O)c2ccccc2)CC1
44) CN(Cc1ccccc1)c1nc2c(c(=O)[nH]c(=O)n2C)n1Cc1ccccc1
45) COCc1cc(=O)[nH]c(/N=C(\N)Nc2ccc(C)cc2)n1

compound no.	41	42	43	44	45
EP2 mod	4	6	7	47	-4
NPY2 pot ag	-1	2	5	-1	8
NPY-Y1 antag	-3	7	-12	2	-1
TRPML3 agonist	0.9	0.3	-0.3	-0.3	0.0
NPY1 pot ag	18	-19	1	-5	-12
S1P4 ag	-0.1	-0.1	-0.7	1.1	1.4
S1P4 antagonist	-12	-16	-13	6	-4
CHOP inh	-5	-8	2	30	21
zfTRPN1 agonist	0.4	0.0	1.1	0.2	1.1
